Source: PubChem BioAssay (several laboratories)
Furin inh = inhibitors of human furin; P09958; inhibition, % at 30 µM; AID 463115; hit rate 0.061% among 220,000; purified furin, fluorogenic substrate cleavage; in the data active means inhibition above about 25%; further: inactives centre near -15
NCF1 inh = inhibitors of human p47phox binding; P14598; p47phox/p22phox peptide binding, fluorescence polarization, 2 h; inhibition, % at 24.7 µM; hit rate 0.53% among 220,000;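 active means inhibition above about 30%, limit read from the data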;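 further: 0% = p47phox with labelled peptide and 100% = labelled peptide alone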
Calpain2 inh = calpain II (pig) inhibition. purified calpain II, fluorogenic peptide substrate, 30 min. inhibition, % at 16 µM. hit rate 0.37% among 220,000. AID 1236;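 active means inhibition above about 50%, limit read from the data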
RBBP9 inhibitor = inhibitors of human serine hydrolase RBBP9. O75884. hit rate 0.2% among 220,000. inhibition, % at 7.94 µM. AID 1515. recombinant RBBP9, FP-Rh probe fluorescence polarization;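 active means inhibition above the campaign mean of all tested compounds plus 3 SD, cut at about 14% in these data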;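 further: plate controls were DMSO wells with RBBP9 for no effect and wells lacking RBBP9 protein for full effect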
Target sequence (O75884 whole entry, looked up): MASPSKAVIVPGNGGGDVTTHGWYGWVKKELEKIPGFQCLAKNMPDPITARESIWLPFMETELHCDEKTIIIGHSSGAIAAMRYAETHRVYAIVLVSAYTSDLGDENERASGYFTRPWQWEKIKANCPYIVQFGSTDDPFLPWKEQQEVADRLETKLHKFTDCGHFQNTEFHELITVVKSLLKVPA
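Assay system: recombinant human RBBP9; Reagent: Serine-hydrolase probe FP-Rh, 375 nM pre-mixing; Doses: 7.94 µM single dose, 0.794% DMSO; Incubation: 30 min then 45 min, 25 °C; Detection: fluorescence polarization (mP), excitation 525 nm, emission 598 nm; Evaluation: percent inhibition from mP, scaled between DMSO and no-protein wells.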
Runt-CBFb FRET = blocks binding of human RUNX1 Runt domain to CBFb | hit rate 0.46% among 220,000 | AID 1496 | Q01196+Q13951 | inhibition, % at 20 µM | Cerulean-Runt/Venus-CBFb FRET ratio 530/480, 1 h;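 active means inhibition over about 50% at 20 µM in the single-dose screen, limit read from the data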;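 further: 0% = DMSO wells and 100% = excess unlabeled CBFb competitor control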
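Schedule: protein complex preformed 1 h, compound exposure 1 h, room temperature, dark; test system: Cerulean-labeled Runt domain protein; amount: 100 nM per protein; buffer or medium: Tris 50 mM pH 7.5, KCl, K2SO4, 0.01% BSA; read-out: loss of energy transfer signal; detection: FRET fluorescence; controls: 5 µM unlabeled CBFb as full-inhibition high control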
Runt-SMMHC FRET = blocks binding of human RUNX1 Runt domain to CBFb-SMMHC. Q01196+Q13951. inhibition, % at 20 µM. hit rate 0.74% among 220,000. Cerulean-Runt/Venus-CBFb-SMMHC FRET ratio 530/480, 1 h;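 active means mean inhibition across duplicate retests at 20 µM reaching about 50%, limit read from the data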;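 further: 0% = DMSO wells and 100% = wells with excess untagged CBFb-SMMHC; inhibitors lower the FRET ratio by blocking Runt binding to CBFb-SMMHC; some results filed as inactive read as strong as hits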
EBV gp42 inh = inhibitors of Epstein-Barr virus glycoprotein 42. inhibition, % (tested at 21.74 µM). hit rate 0.42% among 220,000. Fluorescence polarization binding assay, mP read-out; in the data active means inhibition above about 50%
p97 inhibitor = blocks human p97 ATPase activity; hit rate 0.42% among 220,000; recombinant p97 ATPase, Kinase-Glo ATP luminescence, 3 h; AID 1481; inhibition, % at 8 µM; in the data active means inhibition above about 15%;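 further: 0% = DMSO vehicle and 100% = wells lacking enzyme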
Target sequence (P55072 whole entry, looked up): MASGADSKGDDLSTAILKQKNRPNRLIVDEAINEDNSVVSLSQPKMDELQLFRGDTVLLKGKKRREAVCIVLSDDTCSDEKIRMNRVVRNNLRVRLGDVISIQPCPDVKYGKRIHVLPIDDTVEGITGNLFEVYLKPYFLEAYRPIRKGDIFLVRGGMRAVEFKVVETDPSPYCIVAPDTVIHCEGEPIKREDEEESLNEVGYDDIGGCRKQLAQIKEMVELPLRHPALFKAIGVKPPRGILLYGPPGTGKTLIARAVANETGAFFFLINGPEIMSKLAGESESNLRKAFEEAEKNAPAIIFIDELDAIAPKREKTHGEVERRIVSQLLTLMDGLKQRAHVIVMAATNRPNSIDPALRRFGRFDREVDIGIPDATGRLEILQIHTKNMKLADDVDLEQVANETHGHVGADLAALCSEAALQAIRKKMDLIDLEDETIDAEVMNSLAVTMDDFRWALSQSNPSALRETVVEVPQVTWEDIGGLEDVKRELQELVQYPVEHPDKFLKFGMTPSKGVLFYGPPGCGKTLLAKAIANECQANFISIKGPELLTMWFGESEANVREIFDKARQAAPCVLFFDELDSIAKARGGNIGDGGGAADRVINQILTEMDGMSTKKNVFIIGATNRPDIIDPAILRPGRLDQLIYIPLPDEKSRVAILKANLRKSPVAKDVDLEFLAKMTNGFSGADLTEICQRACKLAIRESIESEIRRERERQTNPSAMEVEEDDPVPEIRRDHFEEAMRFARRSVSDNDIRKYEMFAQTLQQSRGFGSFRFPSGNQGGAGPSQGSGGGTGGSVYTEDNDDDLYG
TbHK1 inh = blocks Trypanosoma brucei hexokinase 1 activity | recombinant TbHK1, G6PDH-coupled NADH A340 | inhibition, % at 10 µM | hit rate 0.11% among 220,000;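 active means inhibition of 50% or more in the single-dose primary screen; inactive means inhibition below 50%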
The depositor's hits bear a star; / = not tested or not shown; [ ] = remark or other dose.

nr	Furin inh	NCF1 inh	Calpain2 inh	RBBP9 inhibitor	Runt-CBFb FRET	Runt-SMMHC FRET	SMILES	EBV gp42 inh	p97 inhibitor	TbHK1 inh
1	-12[20 µM]	0	22	6	0	-3	C/C(=N/NC(=O)CSCc1ccc(Cl)cc1)c1cccc(NC(=O)c2ccccc2)c1	4	-1	-14
2	-18	-7	2	0	-1	2	CC(C)Cn1c(O)c(/C=C2\C=NN=C2c2ccccc2)sc1=S	-5	8	-6
3	-22	-4	-71	-8	1	2	O=C(NN1CCOCC1)c1cc(-c2ccc(Br)s2)nc2ccccc12	-2	0	-5
4	-30	-12	-5	-7	0	-2	CCC(CO)NCC#Cc1ccccc1 (stereo not given)	2	0	-10
5	-30	-9	-6	3	-2	2	CC(O)c1cccc(NC(=O)C2CCCCC2)c1 (stereo not given)	-11	4	4
6	-18	-7	-30	-5	-5	-1	Cc1nn(-c2ccccc2)c(C)c1/C=C/C(=O)OCC(=O)Nc1ncc(C(F)(F)F)cc1Cl	-12	3	-8
7	-12	-15	-34	-5	-1	-2	CCCCCCn1c(N(CC)CC)nc2c1c(=O)[nH]c(=O)n2C	2	-9	-4
8	-14	-14	-6	-1	1	1	Cc1noc(C)c1C(=O)Nc1nnc(-c2ccccc2)s1	-14	6	-29
9	-9	-8	-16	-9	-1	2	CCC(C)NC(=O)C1=C(C)C(=O)OC12CCC(C)CC2 (stereo not given)	-5	-5	-4
10	-20[20 µM]	-2	-14	-8	/	/	COc1ccc(C(C(=O)NC2CCCCC2)N(Cc2ccco2)C(=O)CNC(=O)c2ccco2)cc1 (stereo not given)	-26	4	-2
11	-10	-11	20	-23	0	0	Cc1ccc(Oc2cc(NC(=O)CCCn3nc([N+](=O)[O-])cc3C)cc([N+](=O)[O-])c2)cc1	1	-3	13
12	-24[20 µM]	-84	7	-9	-48	-6	COc1cc([N+](=O)[O-])ccc1N/C=C/C(=O)c1cccs1	-95	-6	-5
13	-14	-1	-38	-5	2	5	COc1ccc(Nc2oc(COc3ccccc3OC)nc2C#N)cc1	-4	-2	-7
14	-13	-3	14	4	1	-2	CC(C)(C)OC(=O)N1CCC[C@H]1C(=O)N/N=C/c1ccc2ncccc2c1	-9	-5	-3
15	-5	9	15	-10	10	4	COc1ccc(CCNC(=O)CSc2ccc(-c3ccco3)nn2)cc1OC	-2	-1	-4
16	-19[20 µM]	-4	-21	-3	2	3	Cc1ccc(-n2c(=O)[nH]c3cc(C(=O)NC4CCN(Cc5ccccc5)CC4)ccc3c2=O)cc1	-14	1	0
17	-4	/	/	-13	0	1	COc1ccc(S(=O)(=O)N2Cc3ccccc3CC2C(=O)N2CCOCC2)cc1 (stereo not given)	/	-12	4
18	-18	-8	-21	1	-1	-10	CC(C)C(=O)OC1CCS(=O)(=O)c2sccc21 (stereo not given)	2	5	-12
19	-12	-16	10	-1	-1	1	COC(=O)c1ccc(NS(=O)(=O)c2ccccc2)o1	-10	7	-19
20	5	6	32	-6	-1	-4	COc1ccc(NC(=O)NCc2cccn2C)c(OC)c1	14	-7	1
21	-30	10	-368	-5	-2	-4	O=C1OCc2cccc3cccc1c23	-23	5	37
22	-16[20 µM]	-7	-17	-8	0	-5	CCN1C(=O)C(CC(=O)NCc2ccc(Cl)cc2)N(CC)C1=O (stereo not given)	-17	0	3
23	-22	7	34	-2	0	3	CCCCc1nnc(SCc2ccc(OCC)cc2)n1N	10	1	-8
24	-10[20 µM]	4	24	-13	0	-1	CS(=O)(=O)c1ccccc1COC(=O)Nc1ccc(Cl)cc1	6	-5	7
25	-24[20 µM]	-7	-19	-2	0	0	O=C(NCCCNC1CCCCC1)c1ccc(/C=N/O)nc1	-16	3	-2

Single records, from the list above.
O=C(NCCCNC1CCCCC1)c1ccc(/C=N/O)nc1 in the list: Furin inh = -24[20 µM]; NCF1 inh = -7; Calpain2 inh = -19; RBBP9 inhibitor = -2; Runt-CBFb FRET = 0; Runt-SMMHC FRET = 0; EBV gp42 inh = -16; p97 inhibitor = 3; TbHK1 inh = -2
CCCCCCn1c(N(CC)CC)nc2c1c(=O)[nH]c(=O)n2C in the list: Furin inh = -12; NCF1 inh = -15; Calpain2 inh = -34; RBBP9 inhibitor = -5; Runt-CBFb FRET = -1; Runt-SMMHC FRET = -2; EBV gp42 inh = 2; p97 inhibitor = -9; TbHK1 inh = -4

Next compounds
nr	Furin inh	NCF1 inh	Calpain2 inh	RBBP9 inhibitor	Runt-CBFb FRET	Runt-SMMHC FRET	SMILES	EBV gp42 inh	p97 inhibitor	TbHK1 inh
26	-4	-40	0	-5	-2	-3	O=[N+]([O-])/C=C1\CCCCCN1	-11	6	-64
27	-27	-10	-22	-8	0	-1	COc1ccc2c(CC(=O)OCC(=O)c3ccc(F)cc3)coc2c1	-34	1	1
28	-25[20 µM]	-11	-20	0	-2	-2	O=C(Nc1ccc(Cc2ccncc2)cc1)C1CCC(N2C(=O)C3C4C=CC(C5CC45)C3C2=O)CC1 (stereo not given)	-12	1	-9
29	-8[20 µM]	1	-7	1	0	3	Cc1c(C(=O)NCCSCc2ccccc2Cl)cccc1[N+](=O)[O-]	7	5	-1
30	-23	-3	-6	-1	0	0	NS(=O)(=O)c1ccc(CNS(=O)(=O)c2cc(Cl)ccc2Cl)cc1	-8	6	-4
31	-23	1	-106	-7	-2	0	CCn1cc(C(=O)O)c(=O)c2cc(F)c(N3CCNCC3)cc21	-12	1	-22
32	25[20 µM]	-6	7	6	0	3	CC(C)NC(=O)CSCc1ccccc1Cl	-6	0	-2
33	-14	-15	12	7	-2	-3	CC(=O)N=C1SC2CS(=O)(=O)CC2N1c1c(Cl)cccc1Cl (stereo not given)	-1	1	-2
34	-17[20 µM]	-16	-16	-6	0	0	Cc1c(C(=O)O)sc2nc3n(c(=O)c12)CCCCC3	-10	0	-3
35	-12[20 µM]	-11	-10	-7	1	-1	Cc1[nH]nc(N2CCCCCC2)c1[N+](=O)[O-]	-11	-2	-12
36	-26	-3	-35	3	2	-1	O=C(NNC(=O)C1CCN(S(=O)(=O)c2ccc(Cl)cc2)CC1)c1ccncc1	11	2	-4
37	-12[20 µM]	3	-10	-3	1	1	Cc1c(NC(=S)N/N=C/c2ccc(O)cc2)c(=O)n(-c2ccccc2)n1C	-20	7	-55
38	-10[20 µM]	/	/	0	/	/	CCOCCCNC(=O)C1CCN(S(=O)(=O)c2c(C)noc2/C=C\c2ccc(OC)cc2)CC1	/	-3	-20
39	4	-11	16	-7	-2	3	COc1ccc(S(=O)(=O)N2CCCCC2)cc1NC(=O)c1ccc2c(c1)OCO2	-17	2	33
40	-17[20 µM]	6	0	-5	2	-4	CC1=Nn2c(nnc2-c2cccs2)SC1	6	0	-15
41	-28	2	-23	-6	22	42	Cc1ccc(-c2csc3n[nH]c(=S)n23)cc1	-41	3	2
42	-9[20 µM]	6	18	4	-1	0	CCS(=O)(=O)n1nc(-c2ccccc2)nc1SC	7	6	2
43	-15	-5	-13	-4	-3	2	COC(=O)CNc1nc(-c2cccnc2)nc2ccccc12	8	0	-3
44	-13	2	-21	-7	2	0	COc1ccc(OC)c(-c2cc(C(=O)NCCN3CCOCC3)no2)c1	-23	-4	-26
45	-12	-4	26	2	0	4	CC1(C)Cc2c(sc(NC(=O)c3ccco3)c2C#N)CO1	-11	-1	-28
46	-24	-12	-89	4	-1	-1	C(=N\Nc1ccc2ccccc2n1)/c1ccc2c(c1)OCCO2	-16	1	-16
47	-5	4	21	-6	15	10	COc1cc([N+](=O)[O-])c(OC)cc1SCc1n[nH]c(=S)n1-c1ccc(F)cc1	4	0	-16
48	-8	-30	-1	-3	-180	6	CCOC(=O)/C=c1\s/c(=C\c2ccc3cc(OC)ccc3c2)c(=O)n1CC(=O)NCc1ccc2c(c1)OCO2	-42	3	-6
49	-8	-3	-26	4	2	1	COCCCn1c(SCC(=O)NNC(=O)c2cccc(O)c2)nnc1-c1ccncc1	7	3	1
50	-17[20 µM]	-10	-37	-2	-1	-1	O=C(NCC1CCCO1)C1CC(c2ccccc2Cl)=NO1 (stereo not given)	-12	4	-2
51	0	-133	-2	4	13	-4	Cc1cccc2cc(C3CC(c4ccco4)=NN3S(C)(=O)=O)c(Cl)nc12 (stereo not given)	-7	7	-16
52	11[20 µM]	-10	-1	0	5	2	CCOc1cc2[nH]c(=S)n(CC3CCCO3)c(=O)c2cc1OCC (stereo not given)	-10	1	-15
53	-36	-1	-11	2	-1	7	COc1ccc(CCNC(=O)CCCNC(=O)Cn2cnc3sc(C)c(C)c3c2=O)cc1OC	-3	2	-6
54	-12	-2	-8	-7	1	-2	CCOC(=O)N1CCC(NC(=O)CCc2c(C)nc3ncnn3c2C)CC1	-6	-1	-1
55	-4	-4	10	-10	0	-2	CCn1cc(Br)c(C(=O)NC(=S)Nc2ccc(C(=O)OC)cc2)n1	7	-5	-14
56	-25	-15	-11	-2	-97	-1	COc1cccc(NC(=O)COC(=O)/C=C/c2ccc(Cl)cc2Cl)c1	1	0	-4
57	-14[20 µM]	-3	-28	-9	2	2	O=C(NCCCN1CCN(c2ccccc2)CC1)Nc1ccccc1C(F)(F)F	-2	-1	-4
58	-13[20 µM]	-5	-8	0	-1	-1	Cc1nc(CS(=O)(=O)c2ccccc2)cc(Sc2ccc(Cl)cc2Cl)n1	-3	-4	0
59	-4	-7	-25	-6	1	-4	O=C(Nc1ccc(Br)cc1)c1ccc(Br)c(S(=O)(=O)Nc2cccnc2)c1	-15	0	31
60	-17	6	-11	-2	0	-1	Cn1sc(NC(=O)c2cccc(Cl)c2)nc1=O	-13	7	-3
61	-32	-6	-8	-5	0	-1	CCOC(=O)N1CCN(C(=O)C2CCCN(S(=O)(=O)c3cccnc3)C2)CC1 (stereo not given)	-6	-3	-1
62	-24	-3	-4	4	-6	-2	CCN1CNC(=S)N(CCc2ccccc2)C1	6	3	1
63	-20	-3	8	0	-4	-1	CNC(=O)c1c2c(nc3ccc(Br)cc13)CCCC2	-9	3	-2
64	-21	-2	0	4	-5	5	C[N+](C)(C)CCCCCCC(=O)/C=N/O	-48	7	0
65	-29	-2	-29	-10	1	3	O=S(=O)(Cc1ccccc1)NCC1CCCO1 (stereo not given)	-12	2	2
66	-23	-9	-27	-2	0	3	COc1cc(C)c(Br)cc1S(=O)(=O)NCCN1CCOCC1	-4	2	0
